Screening data (PubChem)
FAS-TE inh – FAS thioesterase domain inhibitors, primary screen, biochemical, fluorescence intensity, uHTS | recombinant FAS-TE, OMFH fluorogenic substrate, fluorescence endpoint | Fatty acid synthase (Homo sapiens), P49327 | actives 0.67% (n = 360,000) | inhibition, % at 15 µM;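 active = compounds whose normalised, plate-corrected inhibition of enzyme fluorescence in the single-dose primary screen is 50% or more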;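 note: 0% = DMSO with enzyme and 100% = substrate without enzyme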
MT1-MMP act inh – blockers of MT1-MMP proenzyme processing, primary screen, HT1080 RFP-PRO-GFP cells, GFP/RFP fluorescence | actives 0.061% (n = 360,000) | GFP/RFP ratio change, % at 20 µM | Matrix metalloproteinase-14 (Homo sapiens), P50281 | AID 651647, 2012 | GFP/RFP ratio fluorescence, overnight; percent of plate control window, DMSO zero;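 active = GFP/RFP ratio change of at least 30% with cell ATP level not reduced by more than half and red fluorescence within 50% of control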; note: strong numbers were not always called active
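Material: RFP-PRO-GFP reporter HT1080 cells. Dosing: single-point 20 µM compound, 1% DMSO. Controls: DMSO and RFP-L50D-GFP cell wells. Timing: cells overnight before dosing, compound overnight, 37 °C, 5% CO2. Measure: GFP/RFP fluorescence ratio.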
Neddylation inh – inhibitors of cullin neddylation, primary screen, biochemical, TR-FRET, uHTS, NAE and Ubc12; calls only at 25 µM; actives 0.58% (n = 360,000); AID 651699, 2012; in the data active = inhibition above about 36%
Rin1 Abl inh – inhibitors of Rin1-Abl protein binding, primary screen, biochemical, TR-FRET; Tyrosine-protein kinase ABL1 (Homo sapiens) + Ras and Rab interactor 1 (Homo sapiens), …; inhibition, % at 7.35 µM; actives 0.4% (n = 360,000); AID 588664, 2011; in the data active = inhibition above about 5%, passing the limit was not always enough
SKN-1 inh – suppressors of acrylamide-induced Pgst-4::GFP reporter in worms, primary screen, SKN-1 inhibitor project, whole organism, uHTS, GFP/RFP fluorescence ratio, strain VP596 | C. elegans VP596 Pgst-4::GFP/RFP ratio, 24 h | inhibition, % at 21.8 µM | actives 0.49% (n = 360,000);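 active = interference check ratio from 0.5 to 1.5 plus GFP to RFP signal ratio inhibition reaching or exceeding a fixed threshold, cut at about 30% in these data, passing the limit was not always enough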; note: some compounds called inactive have numbers as strong as hits
E coli Lon inh – inhibitors of E. coli Lon protease, primary screen, biochemical, fluorescence polarization. purified E. coli Lon protease. inhibition, % at 7.94 µM. actives 0.42% (n = 360,000). AID 602123, 2011; in the data active = inhibition above about 13%, passing the limit was not always enough;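 note: 0% = enzyme with probe and DMSO and 100% = no enzyme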
Target sequence (P0A9M0 whole entry, looked up): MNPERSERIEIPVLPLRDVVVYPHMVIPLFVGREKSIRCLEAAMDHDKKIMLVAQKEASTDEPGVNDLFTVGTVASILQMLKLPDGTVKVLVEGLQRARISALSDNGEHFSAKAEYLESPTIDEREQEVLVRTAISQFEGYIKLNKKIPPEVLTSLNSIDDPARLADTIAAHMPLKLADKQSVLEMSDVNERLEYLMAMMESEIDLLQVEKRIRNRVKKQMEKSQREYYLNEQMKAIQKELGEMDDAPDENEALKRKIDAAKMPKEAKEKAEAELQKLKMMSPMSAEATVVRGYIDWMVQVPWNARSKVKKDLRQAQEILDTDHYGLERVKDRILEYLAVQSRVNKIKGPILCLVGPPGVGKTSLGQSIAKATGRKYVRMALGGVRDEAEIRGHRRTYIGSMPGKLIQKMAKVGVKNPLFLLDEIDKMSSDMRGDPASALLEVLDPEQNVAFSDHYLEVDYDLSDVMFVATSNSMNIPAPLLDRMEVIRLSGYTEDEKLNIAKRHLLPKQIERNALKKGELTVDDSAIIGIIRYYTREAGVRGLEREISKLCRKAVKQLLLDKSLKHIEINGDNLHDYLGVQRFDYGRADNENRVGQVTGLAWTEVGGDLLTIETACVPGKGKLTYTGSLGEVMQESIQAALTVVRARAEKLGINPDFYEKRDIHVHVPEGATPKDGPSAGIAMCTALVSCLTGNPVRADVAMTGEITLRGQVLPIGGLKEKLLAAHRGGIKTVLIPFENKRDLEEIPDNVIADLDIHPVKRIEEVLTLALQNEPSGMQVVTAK
MLLE-PAM2 inh – inhibitors of PABP1 MLLE–PAM2 peptide binding, primary screen, biochemical, fluorescence polarization, FITC-PAM2, GST-MLLE; Polyadenylate-binding protein 1 (Homo sapiens), P11940; inhibition, % at 20 µM; actives 0.36% (n = 360,000); AID 588489, 2011; in the data active = inhibition above about 35%, passing the limit was not always enough;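 note: plate controls were DMSO wells with GST-MLLE for no effect and wells lacking GST-MLLE protein for full effect; some results filed as inactive read as strong as hits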
NRP1-CendR mod – modulators of CendR peptide binding to NRP-1, primary screen, biochemical, fluorescence polarization, uHTS; actives 0.85% (n = 360,000); AID 602438, 2012; inhibition, % at 25 µM; FAM-RPARPAR peptide binding to NRP-1;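 active = inhibition or corrected inhibition above about 18%, plus a signal ratio from 0.5 to 1.5, limit read from the data, passing the limit was not always enough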; note: strong numbers were not always called active
MsrA act – bovine MsrA enzyme activators, primary screen, biochemical, absorbance, HTS. Methionine sulfoxide reductase A (Bos taurus). actives 0.3% (n = 360,000). AID 602163, 2012. purified bovine MsrA, absorbance read-out. activation, % at 10.6 µM; in the data active = activation above about 7.5%;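 note: 0% = vehicle and 100% = reference activator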
* hit, by the source's call; i = inactive; · = not tested or not shown; & = joins results of further samples.

Values run as follows: Rin1 Abl inh | Neddylation inh | MsrA act | FAS-TE inh | SKN-1 inh | MLLE-PAM2 inh | NRP1-CendR mod | E coli Lon inh | MT1-MMP act inh
1) CC(C)c1cccc(C(C)C)c1NC(=O)COC(=O)C1=COCCO1
 : 2.6 | i | -5.2 | -5.0 | -4.7 | 17.0 | 8.8 | 0.8 | 5.3
2) CCC(C)NC(=O)CCSc1ccc(C)cc1 (centres undefined)
 : -0.6 | i | -2.9 | -5.8 | 11.8 | -2.1 | 7.2 | -3.5 | 5.1
3) CN1/C(=C\C(=O)c2cccnc2Cl)C(C)(C)c2ccccc21
 : 6.1 | i | -8.0 | 1.9 | 25.7 | 13.6 | -18.1 | -1.2 | 6.9
4) CN(C)S(=O)(=O)N1CCC(Oc2ccc(C(=O)N3C[C@H]4CC[C@H]3C4)cc2)CC1
 : 0.2 | i | -1.9 | -3.7 | -4.1 | -20.6 | 8.0 | -8.3 | -1.0
5) CC(C)c1ccc(NC(=O)CSc2n[nH]c(=O)n2-c2ccc3c(c2)OCCO3)cc1
 : -0.8 | i | -5.9 | 11.6 | -2.3 | -21.1 | 15.7 | 0.5 | -0.7
6) C=CCN(c1ccccc1)S(=O)(=O)c1cccc(C(=O)NCC(c2ccc(OC)cc2)N2CCCCC2)c1 (centres undefined)
 : 1.0 | i | -0.3 | 24.6 | 2.2 | 1.8 | 4.4 | 4.6 | -1.7
7) COCCCNC(=O)CC(=O)N/N=C\c1ccc(SC)cc1
 : -1.3 | i | -3.5 | -6.4 | 9.5 | 10.4 | -1.5 | -2.6 | 3.6
8) COc1ccc(C2SCCN2S(=O)(=O)c2ccc(NC(C)=O)cc2)cc1OC (centres undefined)
 : 1.4 | i | -2.5 | 0.0 | 7.3 | -9.8 | -1.1 | -7.0 | 2.1
9) O=C(Nc1cccc(C(=O)N2CCOCC2)c1)C1CCCCC1
 : · | i | -4.3 | -2.8 | 1.4 | · | 0.6 | -5.9 | 9.6
10) COc1ccccc1NS(=O)(=O)c1cccc(NS(=O)(=O)c2cc(C(=O)O)ccc2OC)c1
 : 1.1 | i | 2.5 | -3.4 | 11.7 | 12.3 | 19.5 | -7.1 | -2.3

Reprinted from the part before: 2 entries, then new ones.
Values run as follows: Rin1 Abl inh | Neddylation inh | MsrA act | FAS-TE inh | SKN-1 inh | MLLE-PAM2 inh | NRP1-CendR mod | E coli Lon inh | MT1-MMP act inh
9) O=C(Nc1cccc(C(=O)N2CCOCC2)c1)C1CCCCC1
 : · | i | -4.3 | -2.8 | 1.4 | · | 0.6 | -5.9 | 9.6
10) COc1ccccc1NS(=O)(=O)c1cccc(NS(=O)(=O)c2cc(C(=O)O)ccc2OC)c1
 : 1.1 | i | 2.5 | -3.4 | 11.7 | 12.3 | 19.5 | -7.1 | -2.3
11) CC(C)(C)NC(=O)CSc1nnc(-c2ccccn2)n1-c1ccccc1
 : 3.5 | i | -0.1 | -3.2 | 12.1 | 10.2 | -16.2 | 5.3 | 0.6
12) COc1ccc(C2C(=O)N(CCc3ccccc3)CC(=O)N2C2CCCC2)cc1 (centres undefined)
 : -2.4 | i | -0.9 | -0.4 | 6.5 | 6.3 | -0.3 | 2.5 | -7.0
13) COCCNC(=O)NC(=O)CN1CCCc2ccccc21
 : 3.0 | i | -9.2 | -15.2 | 8.9 | 85.1 | 21.7 | 48.0* | -14.6
14) COc1ccc(Br)cc1/C=C(\C(=O)O)c1ccc(S(=O)(=O)N2CCCC2)s1
 : 0.1 | i | -2.5 | -2.9 | 8.4 | 1.6 | 14.9 | 3.0 | 1.6
15) C[N+]1(C)CCC(=C2c3ccccc3CC(=O)c3sccc32)CC1
 : 1.7 | i | -1.8 | -8.9 | -6.1 | -115.9 | 6.7 | -4.6 | 6.2
16) O=C(NCC(c1ccco1)N1CCN(c2ccccc2F)CC1)C(=O)NC1CCCCC1 (centres undefined)
 : 0.3 | i | -8.2 | -1.9 | 1.3 | 2.3 | -0.7 | -1.4 | 3.9
17) COc1ccc(N2C(=O)CC(Cc3ccccc3)C2=O)cc1 (centres undefined)
 : -3.8 | i | -1.7 | -5.4 | 31.3 | -0.9 | -9.0 | 2.4 | 1.0
18) Cc1c(NC(=O)c2cc3c(s2)-c2ccccc2OC3)cccc1[N+](=O)[O-]
 : -1.6 | i | -5.0 | 41.1 | 13.1 | -0.1 | 7.3 | 8.1 | -8.8
19) Cc1cc(=O)oc2cc(OCC(=O)NCc3ccccn3)ccc12
 : -2.9 | i | -3.3 | -3.4 | -3.2 | 4.5 | -8.3 | 5.4 | -4.6
20) O=C(Nc1ccccn1)c1nc(-c2ccccc2)n(-c2ccccc2)n1
 : -1.2 | i | -0.9 | 7.2 | 5.7 | -9.2 | -1.8 | -5.4 | -1.1
21) CCN(C(=O)COC(=O)Cc1coc2cc(C)ccc12)c1c(N)n(Cc2ccccc2)c(=O)[nH]c1=O
 : -0.6 | i | -9.6 | -3.9 | 5.2 | -17.6 | -13.6 | -0.7 | 4.2
22) CCOc1ccc(C2C(C#N)=C(N)Oc3cc(C)n(Cc4ccco4)c(=O)c32)cc1OC (centres undefined)
 : 0.4 | i | -1.6 | 10.0 | 2.9 | 11.9 | -13.8 | -5.7 | 0.6
23) O=C(COC(=O)CCSc1ccccc1)Nc1ccccc1Br
 : 0.7 | i | -3.1 | -5.5 | 4.7 | 14.6 | -3.2 | -18.8 | -1.0
24) COc1cccc(CN2CCN(C3CSCCSC3)CC2CCO)c1 (centres undefined)
 : -1.9 | i | -3.2 | -3.4 | -16.9 | 12.2 | -0.5 | 1.3 | -1.0
25) CCN(C(=O)c1cc2cccc(OC)c2oc1=O)C1CCCCC1
 : 2.9 | i | -5.5 | -8.3 | -9.9 | -1.7 | -7.0 | -12.1 | 6.8
26) COC(=O)[C@H](Cc1ccccc1)N(Cc1ccccc1)S(=O)(=O)N(Cc1ccccc1)[C@@H](Cc1ccccc1)C(=O)OC
 : 2.1 | i | -1.3 | 28.2 | 5.5 | 2.4 | -15.1 | -7.8 | -6.1
27) Cc1cc(C)c2c(CC(=O)NCc3ccco3)coc2c1
 : -3.5 | i | -0.2 | -1.2 | 6.2 | 6.3 | -2.9 | 0.6 | 4.8
28) CCN(Cc1ccncc1)C(=O)c1cc(COc2ccc(F)cc2Cl)on1
 : -2.6 | i | -0.9 | -1.2 | -7.0 | 1.6 | 18.4 | 1.7 | -0.9
29) COc1ccccc1N(CC(O)Cn1ccnc1C)S(=O)(=O)c1ccc(C)cc1 (centres undefined)
 : -1.1 | i | -13.1 | -3.6 | 12.6 | 14.4 | -9.4 | -6.4 | -2.9
30) O=C1CN(CC(=O)NC(=O)NCc2ccccc2)CCN1
 : -1.7 | i | -8.4 | -9.2 | -5.6 | 4.4 | 2.2 | 8.8 | 0.6

Next part (two carried over from the part before).
Values run as follows: Rin1 Abl inh | Neddylation inh | MsrA act | FAS-TE inh | SKN-1 inh | MLLE-PAM2 inh | NRP1-CendR mod | E coli Lon inh | MT1-MMP act inh
29) COc1ccccc1N(CC(O)Cn1ccnc1C)S(=O)(=O)c1ccc(C)cc1 (centres undefined)
 : -1.1 | i | -13.1 | -3.6 | 12.6 | 14.4 | -9.4 | -6.4 | -2.9
30) O=C1CN(CC(=O)NC(=O)NCc2ccccc2)CCN1
 : -1.7 | i | -8.4 | -9.2 | -5.6 | 4.4 | 2.2 | 8.8 | 0.6
31) COc1ccc(C(=O)c2cc([N+](=O)[O-])ccc2N2CCCC2)cc1
 : -1.2 | i | -5.0 | 37.8 | -8.6 | 2.0 | 11.3 | 0.0 | -6.6
32) COc1ccc([N+](=O)[O-])cc1N(CC(=O)NC1CCCC1)S(C)(=O)=O
 : -1.5 | i | -4.3 | 1.6 | 6.4 | 5.5 | -1.8 | 10.4 | -1.1
33) CCNc1nc(NC(C)C)nc(OCCNS(=O)(=O)c2cc(C)ccc2C)n1
 : -1.6 | i | 0.2 | -5.2 | -13.2 | 14.8 | -5.3 | 10.5 | 2.7
34) O=C(NCCO)c1c(O)c2cccc3c2n(c1=O)CC3
 : -2.5 | i | 2.5 | -5.4 | 4.6 | 2.6 | 14.6 | 7.0 | 3.6
35) Cc1cc(Oc2ccc(-c3ccccc3)cc2)n2ncnc2n1
 : -0.6 | i | -0.2 | 7.5 | -4.5 | -6.2 | 0.6 | 0.1 | -1.9
36) COc1ccc(S(=O)(=O)NC(=O)C2(C)CCN2C(=O)CCC2CCCC2)cc1OC (centres undefined)
 : -1.9 | i | 5.5 | -10.7 | 22.4 | 20.1 | -8.1 | -7.2 | -4.3
37) COc1ccc2sc(-c3ccccc3OC)c(-c3ccc(SC)cc3)c2c1
 : · | i | -2.2 | 17.9 | 12.9 | · | 2.0 | -4.8 | 4.6
38) Cc1cccc(C)c1NC(=S)N1CCCN(Cc2ccc(F)cc2)C1
 : -2.1 | i | -2.9 | 2.2 | -3.4 | -10.9 | -12.0 | -11.3 | -3.7
39) CC(C)(C)NC(=O)c1cc(NC(=O)c2cccs2)cc(NC(=O)c2cccs2)c1
 : 1.0 | i | -11.7 | -3.8 | 4.3 | -25.1 | -10.6 | 6.9 | -13.1
40) Cc1cc(NS(=O)(=O)c2ccc(NC(=O)c3cc4ccccc4o3)cc2)nc(C)n1
 : -2.4 | i | 0.9 | -7.0 | 17.9 | -12.1 | -15.3 | -6.0 | 5.7
41) CN1CCN(Cc2nc(Cc3ccccc3)no2)CC1c1ccccc1 (centres undefined)
 : 2.0 | i | -2.6 | -4.5 | -4.5 | 4.6 | 9.2 | 10.8 | -4.1
42) O=C(COC(=O)/C=C/c1ccc(F)cc1)NC1CCCCCC1
 : 1.1 | i | -9.8 | -4.0 | -8.1 | -18.9 | 2.7 | -0.1 | 1.6
43) Cc1ccc(S(=O)(=O)CC(=O)Nc2nc3ccc(S(N)(=O)=O)cc3s2)cc1
 : -0.6 | i | -3.1 | -5.4 | -6.7 | 8.9 | 5.9 | -11.4 | -0.6
44) CC(=O)Nc1ccc(N/C=C/C(=O)c2ccc(C)cc2)cc1
 : -0.5 | i | -12.5 | -3.2 | 22.2 | -43.6 | -26.4 | 0.0 | -1.6
45) CCCCCCNC(=O)Cc1c(O)c2ccccc2[nH]c1=O
 : 1.8 | i | 0.9 | -6.0 | -12.9 | -9.6 | 4.1 | 0.0 | 8.9
46) COc1ccc(NC(=O)Cn2nc(C(=O)O)c3ccccc3c2=O)cc1OC
 : 2.5 | i | -9.1 | -3.9 | 3.7 | -5.2 | 2.1 | 8.3 | 3.8
47) O=C(O)CCc1ccc(-c2ccc(Cl)cc2)n1Cc1ccco1
 : 3.9 | i | -2.2 | -1.4 | -2.1 | 21.7 | -13.6 | -6.3 | -3.9
48) OC(c1ccc(F)c(F)c1)c1nc(-c2ccncc2)cs1 (centres undefined)
 : -3.6 | i | -7.0 | -2.0 | 4.9 | -19.2 | 0.1 | 5.5 | 0.3
49) COC(=O)/C=C1\N/C(=N\c2nc(C)cc(C)n2)N(c2ccc(C)cc2)C1=O
 : 3.8 | i | -3.4 | -8.3 | 3.3 | 10.7 | -3.7 | 2.0 | 0.5
50) CC(C)CC1Nc2ncnc(N3CCOCC3)c2N(Cc2ccc(Cl)cc2)C1=O (centres undefined)
 : 0.1&4.5 | i | -3.5&-2.6 | -1.4&0.2 | 2.9&10.1 | 13.4&5.0 | 8.5&6.4 | 6.6&-3.7 | 7.3&3.1
